KCNQ1 block: blocks the human KCNQ1 potassium channel | P51787 | CHO-K1 KCNQ1, FluxOR thallium flux fluorescence; hits give high values | B-score at 10 µM | 310,000 tested, 1.3% active | AID 2642;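 active = compounds whose thallium flux B-score, printed positive for inhibition, exceeds three library SD while starting fluorescence stays within three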;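 also: channel opened by potassium depolarization with thallium stimulus after 20 min compound exposure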
KCNQ1 pot: potentiates or activates the human KCNQ1 potassium channel; CHO-K1 KCNQ1, thallium flux FluxOR fluorescence; hits give high values; B-score at 10 µM; 310,000 tested, 0.35% active;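 active = fluorescence ratio B-score, a plate-corrected score, at least three library SD, with initial intensity B-score within 5 SD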
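Assay system: stable KCNQ1 CHO-K1 line; medium: assay buffer, equal DMSO in all wells; timing: 90 min dye loading and 20 min compound exposure, both at room temperature; technique: kinetic FluxOR thallium fluorescence, 10-s 1-Hz baseline, 110-s post-stimulus read; read-out basis: B score of baseline-normalized fluorescence ratio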
TMEM16A act: activates or potentiates the mouse TMEM16A chloride channel | Q8BHY3 | HEK293 TMEM16A/YFP-H148Q/I152L, iodide quench fluorescence; hits give low values | B-score at 10 µM | 340,000 tested, 0.3% active | AID 623877;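 active = fluorescence-ratio B-score plate-corrected deviation score at least 3 library SD below zero, with starting fluorescence score within 5 deviations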;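 also: channel opened by trigger with iodide after compound preincubation; score built on the fluorescence ratio of max minus min over baseline; more negative score means more quench and so TMEM16A activation or potentiation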
MrgX1 agonist: activates human MrgX1 receptor signaling | Q96LB2 | MrgX1-HEK293 cells, Fluo-4 calcium fluorescence, agonist mode; hits give high values | B-score at 10 µM | 310,000 tested, 0.44% active;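 active = calcium response B-score plate-corrected fluorescence ratio at least 3 library SD, with starting fluorescence B-score inside 5 SD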
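Material – MrgX1-expressing HEK293 cells · Input – 15,000 cells seeded per well · Dosing – compound as first of three additions · Times – overnight seeding, then 1 h dark dye loading · Measured by – kinetic Fluo-4 NW fluorescence of intracellular calcium · Read-out – B-scored fluorescence response ratio · Benchmarks – positive and negative control wells on each plate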
KCNK9 inh: blocks the human KCNK9 two-pore domain potassium channel | Q9NPC2 | HEK293 KCNK9, FluxOR thallium flux fluorescence; hits give low values | B-score at 10 µM | 310,000 tested, 1.2% active | AID 488922;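 active = ratio B-score over 3 SD below the library mean, with starting fluorescence within 5 SD of its mean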;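 also: negative B-score means less thallium flux so channel inhibition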
Target sequence (Q9NPC2 whole entry, looked up, the tested form may be a part): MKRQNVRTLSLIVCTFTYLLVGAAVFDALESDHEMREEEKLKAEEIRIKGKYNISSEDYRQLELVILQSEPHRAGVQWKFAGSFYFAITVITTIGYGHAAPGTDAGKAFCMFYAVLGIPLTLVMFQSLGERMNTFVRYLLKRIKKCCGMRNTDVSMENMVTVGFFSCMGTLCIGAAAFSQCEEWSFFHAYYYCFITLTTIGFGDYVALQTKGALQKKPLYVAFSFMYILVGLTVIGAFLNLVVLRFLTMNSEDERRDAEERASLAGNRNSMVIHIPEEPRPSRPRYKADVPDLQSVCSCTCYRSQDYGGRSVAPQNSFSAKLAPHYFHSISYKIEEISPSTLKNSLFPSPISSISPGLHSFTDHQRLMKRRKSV
KCNK3 block: human KCNK3 channel inhibition, primary screen. O14649. CHO-KCNK3 thallium flux, FluxOR fluorescence; hits give low values. B-score at 10 µM. 340,000 tested, 0.84% active. AID 602410;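 active = B-score under library mean minus 4 SD, starting fluorescence ratio at most library mean plus 5 SD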;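 also: more negative B-score means stronger inhibition of thallium flux through KCNK3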
Target sequence (O14649 whole entry, looked up): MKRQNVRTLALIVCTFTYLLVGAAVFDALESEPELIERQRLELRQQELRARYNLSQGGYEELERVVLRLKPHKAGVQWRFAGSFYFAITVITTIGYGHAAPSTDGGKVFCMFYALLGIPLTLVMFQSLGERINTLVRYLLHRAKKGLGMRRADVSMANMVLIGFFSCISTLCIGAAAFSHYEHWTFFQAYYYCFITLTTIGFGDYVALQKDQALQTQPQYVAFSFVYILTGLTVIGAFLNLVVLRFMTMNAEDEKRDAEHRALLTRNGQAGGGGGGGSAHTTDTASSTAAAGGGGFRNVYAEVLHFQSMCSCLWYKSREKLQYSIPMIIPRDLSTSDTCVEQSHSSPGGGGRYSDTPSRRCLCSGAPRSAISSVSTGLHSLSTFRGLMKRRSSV
MrgX1 allo act: human MrgX1 positive allosteric modulation, primary screen; Q96LB2; B-score at 10 µM; 310,000 tested, 0.63% active; AID 588675; MrgX1-HEK293, Fluo-4 calcium flux, FDSS; hits give high values;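 active = plate-corrected calcium response at least 3 library SD above typical, normal starting fluorescence, not activating the receptor alone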;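 also: compound read alongside a low EC10 to EC30 dose of BAM8-22 agonist; peak minus trough fluorescence over baseline measured at the second addition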
hERG rescue: compounds protecting human hERG from proarrhythmic drug block | CHO-hERG, FluxOR thallium flux, dofetilide IC70 present | activation (rescue from dofetilide block), less the hit threshold, % at 10 µM | 310,000 tested, 0.51% active | AID 1511;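 active = activation above the mean of controls blocked by dofetilide plus 5 SD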;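 also: thallium influx through hERG after potassium depolarization seen as dye fluorescence rise; in these data hits start at about 4.7%; inactives centre near -7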
ANO1 block: mouse TMEM16A channel inhibition, primary screen; normalized B-score (activity score, 25-100; higher = stronger inhibition) at 10 µM; Q8BHY3; HEK293 TMEM16A/YFP iodide influx fluorescence, ionomycin; 310,000 tested, 1.2% active;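 active = ratio plate-corrected score three or more library SD toward inhibition, starting fluorescence score within five deviations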;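 also: score derived from kinetic fluorescence span divided by baseline fluorescence per well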
RGS4 pot: potentiators or activators of RGS4; HEK293 M3R/inducible RGS4, carbachol calcium flux Fluo4; hits give low values; B-score at 10 µM; 310,000 tested, 0.92% active; AID 463111;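 active = B-score of the integrated calcium signal more than 4 SD below the library mean, with starting fluorescence not abnormally high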;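 also: negative B-score means reduced calcium response which marks RGS4 activation or potentiation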
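Assay system: HEK293 FlpIn-TREx cells, stable M3R, doxycycline-inducible RGS4 / Probe or stimulus: carbachol, ECmax concentration / Times: overnight RGS4 induction, 30 min dye load 37 °C, 20 min compound RT / Signal: kinetic calcium fluorescence imaging with Fluo4-AM dye, 2 µM / Measure: Agonist-evoked peak-minus-minimum fluorescence over baseline, integrated ratio, B score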
RGS4 block: human RGS4 inhibition; B-score at 10 µM; HEK293 M3R/RGS4 inducible, Fluo-4 calcium flux; hits give high values; triggered by carbachol at its EC20; P49798; 310,000 tested, 0.45% active;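 active = B-score, a plate-corrected calcium signal, over three deviations above library mean, with baseline fluorescence within five deviations of library mean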;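 also: RGS4 expression induced by doxycycline in cells with stable M3 receptor; B-score is computed from the integrated fluorescence ratio over baseline after carbachol; higher B-score means a larger calcium signal and so more RGS4 inhibition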
Target sequence (P49798 whole entry, looked up): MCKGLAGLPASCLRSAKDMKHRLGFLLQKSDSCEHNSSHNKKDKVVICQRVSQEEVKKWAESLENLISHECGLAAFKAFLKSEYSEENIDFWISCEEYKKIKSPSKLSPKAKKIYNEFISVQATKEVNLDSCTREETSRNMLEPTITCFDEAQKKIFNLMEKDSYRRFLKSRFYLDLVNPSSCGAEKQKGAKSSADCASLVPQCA
* = called active by the depositor; i = inactive; / = not tested or not shown.

SMILES	KCNQ1 block	KCNQ1 pot	TMEM16A act	MrgX1 agonist	KCNK9 inh	KCNK3 block	MrgX1 allo act	hERG rescue	ANO1 block	RGS4 pot	RGS4 block
Cc1ccc(S(=O)(=O)CCC(=O)OCC(=O)N(C)C2CCS(=O)(=O)C2)cc1 (configuration not stated)	i	i	i	i	i	i	i	-11	i	i	i
c1ccc(Nc2nc(-c3ccccc3)nc3ccccc23)cc1	i	i	i	i	i	i	i	-10	i	i	i
CC(NC(=O)c1ccco1)c1cccc2ccccc12 (configuration not stated)	i	i	i	i	i	i	i	-11	i	i	i
Cc1ccsc1C(=O)NNC(=O)C1CC=CCC1C(=O)O (configuration not stated)	i	i	i	i	i	i	i	-2	i	i	i
Cc1noc(C)c1S(=O)(=O)Nc1ccc(C(C)C)cc1	i	i	i	i	i	i	i	0	i	i	i
CCOC(=O)c1cc(-c2ccccc2)n(CC(=O)Nc2cc(OC)cc(OC)c2)c1C	i	i	i	i	i	i	i	-5	i	i	i
Cc1cc(C(=O)Nc2ccccc2C)on1	i	i	i	i	i	i	i	-3	i	i	i
CN(C)CCCN(C(=O)CCc1ccccc1)c1nc2ccc(Cl)cc2s1	i	i	i	i	i	i	i	-21	i	i	i
CCN(C(=O)CSc1ncccc1C(=O)OC(C)C)c1cccc(C)c1	i	i	i	i	i	i	i	-15	i	i	i
CC(=O)N1CCCc2cc(S(=O)(=O)N3CCCC(C(=O)N4CCN(c5cc(C)ccc5C)CC4)C3)ccc21 (configuration not stated)	i	i	-4.9*	i	i	i	i	-16	25*	i	i
CN1COc2ccc3ccccc3c2C1	i	i	i	i	i	i	i	-8	i	i	i
CCN(CC)C(=O)CSc1ncccc1-c1nc2ccccc2[nH]1	i	i	i	i	i	i	i	-9	i	i	i
O=c1[nH]c(CN2CCN(S(=O)(=O)c3ccc4ccccc4c3)CC2)nc2ccccc12	i	i	i	i	i	i	i	-8	i	i	i
O=C1C2C3CCCC3=C3CCCC3C2C(=O)N1c1ccc(F)cc1 (configuration not stated)	i	i	i	i	i	i	i	-5	i	i	i
Nc1c(Cl)cc2c(c1Oc1ccccc1)C(=O)c1ccccc1C2=O	i	i	i	i	i	i	i	-5	i	i	i
NC(=O)C1CCN(CC(=O)Nc2ccccn2)CC1	i	i	i	i	i	i	i	-13	i	i	i
Cc1ccc(N2CC(NC(=O)N3CCN(C(=O)c4ccco4)CC3)CC2=O)cc1 (configuration not stated)	i	i	i	i	i	i	i	-11	i	i	i
N/C(=N\OC(=O)c1ccc(=O)n(Cc2ccc(Cl)cc2)c1)c1ccccn1	i	i	i	i	i	i	i	-15	i	i	i
O=C(NCc1ccc2c(c1)OCO2)c1ccc(Br)o1	i	i	i	i	i	i	i	2	i	i	i
CC1CCN(C(=O)CSc2nc3ccccc3c(=O)[nH]2)CC1	i	i	i	i	i	i	i	-10	i	i	i
O=C(Nc1nnc(-c2ccccc2)o1)c1nc2ccccc2s1	i	i	i	i	i	i	i	-10	i	i	i
COc1cc(CCC(=O)OCC(=O)Nc2ccc3c(c2)OCO3)cc(OC)c1OC	i	i	i	i	i	i	i	-3	i	i	i
CCOC(=O)c1c(C)nc2c3ccccc3ccn12	i	i	i	i	i	i	i	-4	i	i	i
O=S(=O)(c1ccccc1)c1nc(-c2ccccc2)oc1N1CCCC1	i	i	i	i	i	i	i	-15	i	i	i
COc1ccc(C(CNC(=O)c2cccc(N(C)C)c2)N2CCCC2)cc1 (configuration not stated)	i	i	i	i	i	i	i	-4	i	i	i
O=C1CSc2ccc(S(=O)(=O)NCc3ccc(F)cc3)cc2N1	i	i	i	i	i	i	i	-4	i	i	i
O=C(/C=C/c1cccc(Cl)c1)NCc1ccncc1	i	i	i	i	i	i	i	-16	i	i	i
C=CCN1C2CCCC1CC(NC(=O)Nc1cccc(C(C)=O)c1)C2 (configuration not stated)	i	i	i	i	i	i	i	-14	i	i	i
CC(=O)Nc1ccc(S(=O)(=O)N2CCN(CCc3ccccc3)CC2)cc1	i	i	i	i	i	i	i	-11	i	i	i
O=C(O)C12CC3CC(C1)CC(n1ncc(N4CCN(c5ccccc5)CC4)c(Cl)c1=O)(C3)C2	i	i	i	i	i	i	i	-2	i	i	i
O=C(COC(=O)C1CCN(S(=O)(=O)c2cccs2)CC1)Nc1ccccc1	i	i	i	i	i	i	i	-7	i	i	i
COc1ccc(C2=CC(=O)OC3(CCCCC3)O2)cc1	i	i	i	i	i	i	i	-18	i	i	i
CC(=O)N1CCN(CC(=O)NC(=O)Nc2ccc3c(c2)OCCO3)CC1	i	i	i	i	i	i	i	-15	i	i	i
CC1CCCCC12NC(=O)N(CC(=O)NC1CCCc3ccccc31)C2=O (configuration not stated)	i	i	i	i	i	i	i	-9	i	i	i
C=CCC1c2cccc(C(=O)O)c2C(=O)N1c1cccc(OC)c1 (configuration not stated)	i	i	i	i	i	i	i	-4	i	i	i
Cc1cc(C)nc(SCCC(=O)Nc2cccc3ccccc23)n1	i	i	i	i	i	i	i	-8	i	i	i
CCN(CC)CC(=O)Nc1cc(N(C)C)nc2ccccc12	i	i	i	i	i	i	i	-4	i	i	i
Cc1cc(C)c(NC(=O)NC2CCCCC2)c(C)c1	i	i	i	i	i	i	i	-2	i	i	i
COc1ccc(N2CCN(C(C)C(=O)N3CCc4ccccc43)CC2)cc1 (configuration not stated)	i	i	i	i	i	i	i	-4	i	i	i
O=C(NCCN1CCN(C(=O)c2cccs2)CC1)C(=O)Nc1ccc(Br)cc1	i	i	i	i	i	i	i	-4	i	i	i
COc1ccc(CNC(=O)C(NS(=O)(=O)c2cccc3nsnc23)C(C)C)cc1 (configuration not stated)	i	i	i	i	i	i	i	-9	i	i	i
Cc1ncc([N+](=O)[O-])n1CC(=O)Nc1cc(Cl)ccc1Cl	i	i	i	i	i	i	i	-9	i	i	i
Cc1nc2ccccn2c1C(=O)N=Nc1c(O)[nH]c2ccccc12	i	i	i	i	i	i	i	-5	i	i	i
Cc1ccc(S(=O)(=O)N2[C@@H](c3ccccc3)C(C(=O)O)=CC[C@H]2c2ccc(Cl)c(Cl)c2)cc1	/	/	i	i	/	i	i	/	100*	/	/
COc1ccc2cc(S(=O)(=O)NCCCN3CCOCC3)ccc2c1	i	i	i	i	i	i	i	-1	i	i	i
CCc1ccc(NC(=O)CCc2ccc(C)o2)cc1	i	i	i	i	i	i	i	-7	i	i	i
CCCCc1sc(-c2c(C#N)c(N)nc3c2CCCCC3)cc1[N+](=O)[O-]	i	i	i	i	-6.7*	i	i	-4	i	i	i
CCCCc1nc(C(N)=O)c2[nH]c(=O)n(-c3ccc(OC)c(OC)c3)c2n1	i	i	i	i	i	i	i	-5	i	i	i
Cc1cc(C(=O)NNc2cc(Cl)ccc2Cl)no1	i	i	i	i	i	i	i	0	i	i	i
COc1ccc(OCCCC(=O)NCCc2nc3ccccc3[nH]2)cc1	i	i	i	i	i	i	i	-5	i	i	i
New compounds follow
SMILES	KCNQ1 block	KCNQ1 pot	TMEM16A act	MrgX1 agonist	KCNK9 inh	KCNK3 block	MrgX1 allo act	hERG rescue	ANO1 block	RGS4 pot	RGS4 block
O=C(NC(NCc1ccccn1)(C(F)(F)F)C(F)(F)F)c1ccco1	i	i	i	i	i	i	i	-11	i	i	i
CSCCC(NC(=O)c1ccccc1Cl)C(=O)NNC(=O)c1csc(N2CCOCC2)n1 (configuration not stated)	i	i	i	i	i	i	i	-12	i	i	i
COc1ccc(NC(=O)C2CCCCN2N)cc1OCC(C)C (configuration not stated)	i	i	i	i	i	i	i	0	i	i	i
CC1=CC(C)(C)N(C(=O)CCl)c2ccccc21	i	i	i	i	i	i	i	-13	i	i	i
Cc1ccccc1NCc1ccc([N+](=O)[O-])s1	i	i	i	i	i	i	i	1	i	i	i
CC(=O)Nc1nnc(SCC(=O)Nc2ccc(N3CCOCC3)c(Cl)c2)s1	i	i	i	i	i	i	i	-2	i	i	i
CC(C)Oc1ccc(CNC(=O)Oc2ccccc2)cc1	i	i	i	i	i	i	i	-9	i	i	i
COC(=O)COc1cccc(NS(=O)(=O)c2cccc([N+](=O)[O-])c2)c1	i	i	i	i	i	i	i	-5	i	i	i
CCCc1c(O)nc(SCC(=O)NCCc2ccc(OC)c(OC)c2)[nH]c1=O	i	i	i	i	i	i	i	-6	i	i	i
Cc1cc(=O)[nH]c(N/N=C/c2c[nH]c3ccccc23)n1	i	i	i	i	i	i	i	-6	i	i	i
O=C(O)CCC(=O)N1CCN(c2nc(-c3ccccc3Cl)c3cc(Br)ccc3n2)CC1	i	i	i	i	i	i	i	-27	i	i	i
CCc1ccc(C2C(C(=O)O)c3ccccc3C(=O)N2C)cc1 (configuration not stated)	i	i	i	i	i	i	i	-3	i	i	i
NNc1nc2c(-c3ccc(F)cc3)nnn2c2ccccc12	i	i	i	i	i	i	i	-12	i	i	i
CCOC(=O)C1CCCN(C(c2ccccn2)c2c(C)[nH]c3ccccc23)C1 (configuration not stated)	i	i	i	i	i	i	i	-17	i	-8.4*	i
CC(=O)c1ccc(NC(=S)NNC(=O)c2ccncc2)cc1	i	i	i	i	i	i	i	-11	i	i	i
Cc1cc(=O)n2nc(N3CCCC(C(=O)NC4CCCCC4C)C3)sc2n1 (configuration not stated)	i	i	i	i	i	i	i	-5	i	i	i
CCOc1ccc(NC(=O)n2ncc3c(C)cccc32)cc1	i	i	i	i	i	i	i	1	i	i	i
COCCCNS(=O)(=O)c1ccc(C)cc1	i	i	i	i	i	i	i	-7	i	i	i

Fetched by structure from the entries so far (2):
SMILES	KCNQ1 block	KCNQ1 pot	TMEM16A act	MrgX1 agonist	KCNK9 inh	KCNK3 block	MrgX1 allo act	hERG rescue	ANO1 block	RGS4 pot	RGS4 block
CCOc1ccc(NC(=O)n2ncc3c(C)cccc32)cc1	i	i	i	i	i	i	i	1	i	i	i
NNc1nc2c(-c3ccc(F)cc3)nnn2c2ccccc12	i	i	i	i	i	i	i	-12	i	i	i
